# GLP-1R agonist: qHTS of GLP-1 Receptor Agonists; Potency, µM (doses to about 45.6 µM), for the others: at the highest dose activation, usual class: activators; 380,000 compounds, 0.007% hits; HEK293 GLP-1R CRE-luciferase, luminescence, 4-6 h; cells express a hypersensitive GLP-1R form; further: potency means the concentration at half of the fitted maximal effect; % of control where 0% means no effect
# Target sequence (P43220 whole entry, looked up): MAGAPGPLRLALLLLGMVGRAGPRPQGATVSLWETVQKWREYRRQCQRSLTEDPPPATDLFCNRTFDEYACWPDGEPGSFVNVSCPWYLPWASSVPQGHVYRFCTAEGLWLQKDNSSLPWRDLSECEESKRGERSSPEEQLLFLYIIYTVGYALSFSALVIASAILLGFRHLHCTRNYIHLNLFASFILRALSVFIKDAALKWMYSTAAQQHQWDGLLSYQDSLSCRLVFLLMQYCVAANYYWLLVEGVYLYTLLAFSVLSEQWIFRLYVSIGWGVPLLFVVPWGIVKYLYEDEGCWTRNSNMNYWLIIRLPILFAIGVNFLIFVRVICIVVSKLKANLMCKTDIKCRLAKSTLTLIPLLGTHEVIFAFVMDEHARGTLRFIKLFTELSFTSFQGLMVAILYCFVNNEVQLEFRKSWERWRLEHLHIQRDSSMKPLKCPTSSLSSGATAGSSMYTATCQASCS
# D3 antag: qHTS of D3 Dopamine Receptor Antagonist: qHTS. max response, negative = inhibition, %. D3R cells, DiscoveRx beta-arrestin luminescence, antagonist mode; active compounds read low. AID 652054, 2013. 360,000 compounds, 2.5% hits. D(3) dopamine receptor (Homo sapiens), P35462; in the data active means max response below about -50%; inconclusive means no clear call, values can overlap the other calls; further: on the % scale 0 is the no-effect control and ±100 the full control effect; mostly tested at two doses, the higher about 12 µM
# Target sequence (P35462 whole entry, looked up): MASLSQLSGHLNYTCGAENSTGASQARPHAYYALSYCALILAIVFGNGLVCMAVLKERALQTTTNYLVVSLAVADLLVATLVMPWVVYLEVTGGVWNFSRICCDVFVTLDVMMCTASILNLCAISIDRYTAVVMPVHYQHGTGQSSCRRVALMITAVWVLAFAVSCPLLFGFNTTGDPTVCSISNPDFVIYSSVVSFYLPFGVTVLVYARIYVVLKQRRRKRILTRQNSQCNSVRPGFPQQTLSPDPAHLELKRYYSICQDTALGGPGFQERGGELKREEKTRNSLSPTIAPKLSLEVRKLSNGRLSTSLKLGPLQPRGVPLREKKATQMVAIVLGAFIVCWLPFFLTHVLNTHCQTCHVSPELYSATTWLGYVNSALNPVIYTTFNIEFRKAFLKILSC
#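 Cells plated overnight at 1500 cells/well, then exposed to library compounds with dopamine controls for 90 minutes at 37 degrees C. DiscoveRx reagent added for 30–60 minutes at room temperature; luminescence read, quantitative HTS format.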
# SW480 rerep: A quantitative high throughput screen for small molecules that induce DNA re-replication in SW480 colon adenocarcinoma cells; Potency, µM (highest dose often 46.1 µM), for inactives: top-dose re-replication activation, hits mostly activators; AID 624297, 2012; 340,000 compounds, 1.8% hits; SW480 DNA re-replication, Hoechst DNA content imaging, 48 h; further: potency means the concentration at half of the fitted maximal effect; % of control where 0% means no effect; nearly all actives have a fitted effect of over 55% in size
#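 Image-based read-out: total Hoechst fluorescence of nuclei (405 nm excitation, 500-530 nm emission), with hits raising the fraction of high-intensity nuclei. SW480 colon cells incubated 48 hr with compounds at 37 C.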
# HT1080 IDH1KD tx: qHTS for induction of synthetic lethality in tumor cells producing 2HG: qHTS for the HT-1080-IDH1KD cell line; HT-1080 IDH1 knockdown viability, ATP luminescence, 48 h; Potency, µM (series often up to 46.1 µM), for inactives: at the highest dose activity, negative = toxicity, most hits filed as cytotoxic; 360,000 compounds, 2% hits; AID 686971, 2013;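 further: potency means the concentration at half of the fitted maximal effect; 0% = DMSO wells and -100% = cell-free medium wells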
#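 Knockdown cells (IDH1KD HT-1080) received compounds 2 h after plating at 750 cells/well and were kept 48 h at 37 °C in 5% FBS RPMI. A CellTiter-Glo luminescence read gave % activity for curve fitting.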
# HT1080-NT tox: qHTS for induction of synthetic lethality in tumor cells producing 2HG: qHTS for the HT-1080-NT fibrosarcoma cell line; 360,000 compounds, 1.6% hits; HT-1080-NT fibrosarcoma viability, CellTiter-Glo ATP luminescence, 48 h; AID 686970, 2013; Potency, µM (titrated, usually from 46.1 µM), without a hit: at the top dose activity, negative = less viability, hits mostly cytotoxic;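 further: NT is the 2HG producing partner of a matched IDH1 knockdown line; potency means the concentration at half of the fitted maximal effect; 0% = DMSO-treated cells and -100% = media-only wells without cells; nearly all actives have a fitted effect of over 55% in size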
#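 Luminescent CellTiter-Glo readout after 48 hours of compound exposure at 37 degrees C defined viability of HT-1080-NT cells. Activity was normalized to DMSO wells and cell-free media wells; concentration-response curves were fitted and assigned curve classes.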
# IL-1B inflam inh: qHTS for Inhibitors of Inflammasome Signaling: IL-1-beta AlphaLISA Primary Screen. THP-1 LPS/ATP IL-1B secretion, AlphaLISA, 16 h; active compounds read low. 360,000 compounds, 4.7% hits. activity change, % at 57.5 µM; in the data active means activity change below about -50%; inconclusive means mostly about -30% to -49%; further: on the % scale 0 is the no-effect control and ±100 the full control effect
#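 Secreted IL-1B measured by AlphaLISA bead assay after 16 h compound exposure of THP-1 cells; compounds (final up to 57.5 uM) added 1 h before LPS (250 ng/mL) and ATP (1.25 mM) stimulation; lower signal means less secretion.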
# KB-3-1 cytotox: qHTS assay for MDR1-selective chemotherapeutics: Primary screen using the parental adenocarcinoma cell KB-3-1; KB-3-1 viability, CellTiter-Glo ATP luminescence, 72 h; Potency, µM (titrated, usually from 46.1 µM), inactives show at the highest dose activity change, negative = cytotoxic, most hits filed as cytotoxic; 400,000 compounds, 1.4% hits; AID 1347075, 2019; further: potency means the concentration at half of the fitted maximal effect; on the % scale 0 is the no-effect control and ±100 the full control effect; nearly all actives have a fitted effect of over 60% in size
#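 Using CellTiter-Glo luminescence, growth of non-resistant KB-3-1 adenocarcinoma cells is assessed 72 h after pin-tool compound addition at 37 °C. Normalized responses across the concentration series yield fitted curves.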
# D3 ag: qHTS of D3 Dopamine Receptor Agonist: qHTS | D(3) dopamine receptor (Homo sapiens), P35462 | D3R DiscoveRx beta-arrestin cells, luminescence, 90 min | max activation, % | 410,000 compounds, 0.58% hits | AID 652048, 2013; in the data active means max activation above about 30%; further: 0% is about no effect; mostly tested at two doses, the higher about 12 µM
#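 Agonist-mode cell screen: cells plated at 1500/well and incubated overnight at 37 °C, then exposed to library compounds for 90 min at 37 °C. Detection reagent was added for 30–60 min at room temperature, and luminescence was read.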
# KB-V1 cytotox: qHTS assay for MDR1-selective chemotherapeutics: Primary screen using the drug-selected MDR subline cells KB-V1. KB-V1 MDR cells viability, CellTiter-Glo, 72 h. Potency, µM (titrated, usually from 46.1 µM), for the others: at the highest dose activity change, negative = cytotoxicity, hits mostly cytotoxic. 400,000 compounds, 3.4% hits. AID 1347076, 2019; further: potency means the concentration at half of the fitted maximal effect; on the % scale 0 is the no-effect control and ±100 the full control effect; nearly all actives have a fitted effect of over 60% in size
#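 Cytotoxicity toward P-gp-expressing KB-V1 cells was determined as loss of CellTiter-Glo luminescence after 72 h at 37 degrees C. Compounds were tested in quantitative HTS format across a concentration range, with curves fitted to normalized data.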
# Active calls of the source: *; ? = inconclusive; · = not tested or not shown; & = joins results of further samples; [ ] = remark or other dose. Unless noted, the call rests on the fitted dose curve; in most records, active means well fitted curve in the direction sought with a large enough effect; inconclusive means small, poorly fitted or top-dose-only effect, or another doubt; inactive means no such curve, though single readings can be large; an effect the other way counts as inactive or inconclusive.
SMILES,GLP-1R agonist,D3 antag,SW480 rerep,HT1080 IDH1KD tx,HT1080-NT tox,IL-1B inflam inh,KB-3-1 cytotox,D3 ag,KB-V1 cytotox
CCOC(=O)C1(C)CCN1C(=O)c1cc(-c2ccc(Cl)cc2)oc1C (stereo not given),1.1%,-16.1,·,?,-24.2%,-103.3*,-1.1%,4.5,2.0%
CCN(CC)c1ccc(C(=O)NNC(=O)CCNC(=O)c2ccccc2)cc1,0.4%,26.6,-4.0%,0.0%,6.7%,0.0,-4.0%,-16.1,13.7%
Cc1cccc(C)c1NC(=S)N(CCCN1CCOCC1)Cc1cccnc1,-1.5%,10.2,-9.6%,?,21.9%,-3.1,0.8%,3.1,-2.0%
CCCCC1(CC(=O)OCC)SCCN1C(N)=O (stereo not given),-1.1%,-0.8,·,4.1%,1.1%,24.4,0.7%,0.3,1.0%
COc1ccc(C(=O)N2CCOC2CNC(=O)C(=O)NCc2ccccn2)cc1 (stereo not given),-3.5%,0.2,·,4.5%,14.9%,3.9,15.8%,3.2,4.7%
Cc1ccc(NC(=O)c2nc[nH]c2C(=O)NCCCCNC(=O)c2[nH]cnc2C(=O)Nc2ccc(C)cc2)cc1,2.8%,145.8,-0.6%,22.7%,?,-4.1,?,42.4*,?
O=C(c1ccccn1)N1CCN(S(=O)(=O)c2ccccc2)CC1,0.2%,0.0,0.6%[1.84 µM],7.5%,14.3%,14.9,10.6%,-9.2,4.0%
CCCCc1ccc(NC(=S)N2CCCC(C)C2)cc1 (stereo not given),9.1%,-4.2,-8.9%,1.1%,-13.3%,?,-4.6%,-4.4,4.0%
CCOc1ccc(Cn2cc(F)c(=O)[nH]c2=O)cc1,14.2%,-9.5,-16.7%,-1.9%,5.3%,-6.1,2.9%,-4.2,16.2%
O=C(COC(=O)C1=Cc2ccccc2OC1)NCc1ccc(F)cc1,7.9%,-2.2,?,3.6%,0.4%,14.5,16.4%,0.0,?
COc1ccc(C2C(C(=O)N3CCN(c4ccccn4)CC3)CC(=O)N2c2ccc(OC)cc2)cc1 (stereo not given),8.1%,?,24.3%,12.8%,-1.7%,-7.0,-5.4%,8.8,-12.3%
COC(=O)c1ccc(COC(=O)CCNS(=O)(=O)c2ccc(C)c(C)c2)cc1,12.8%,11.1,-17.3%,0.3%,-1.2%,-2.1,13.5%,11.5,9.0%
O=C(NCc1ccc(Cl)cc1Cl)Nc1nc([C@@H]2O[C@H](CO)[C@@H](O)[C@H](O)[C@H]2O)cs1,-1.6%,11.2,·,14.0%,25.7%,23.7,5.1%,2.8,-4.2%
CCOC(=O)C1=C(c2ccccc2)NC(=O)NC1c1cc(OC)c(O)c([N+](=O)[O-])c1 (stereo not given),-5.1%,3.6,3.0%,9.6%,9.7%,-2.7,0.2%,-8.6,9.7%
O=Cc1[nH]c2ccccc2c1N(C(=O)CCl)c1ccc([N+](=O)[O-])cc1,7.4%,-19.1,?,?,?,-67.1*,-6.0%,9.0,-2.7%
CCOC(=O)CC1=C(C#N)C(c2cccnc2)C(C(=O)OCC)=C(N)O1 (stereo not given),-4.3%,1.7,1.0%,20.5%,18.2%,21.2,4.8%,3.6,14.4%
CCN(CC)S(=O)(=O)c1ccc(NC(=O)CSc2ncnc3ccccc23)cc1,0.2%,-6.3,-3.5%,-0.2%,-3.7%,-19.2,3.3%,1.8,-2.4%
COc1ccc(C(=O)C2CCCN(C(=O)Cn3nc(C)nc3C)C2)cc1F (stereo not given),9.8%,-8.0,·,2.4%,-0.1%,19.3,-1.5%,-8.4,15.9%
CC(=O)c1c(C)[nH]c(C(=O)OCC(=O)c2ccc3c(c2)NC(=O)CO3)c1C,-0.1%,24.8,-6.3%,-16.0%,-5.9%,0.0,-23.3%,0.5,?
CCOC(=O)C1=CC[C@H]2c3c(c4ccccc4n3C)C(=O)C1N2C(=O)OC(C)(C)C,6.5%,0.0,-2.4%,-5.9%,-0.5%,-6.8,-6.6%,0.0,-5.5%
O=C(O)CCNC(=O)c1ccc(NC(=O)Cc2ccc(Cl)cc2)cc1,6.2%,-17.9,10.0%,18.1%,24.1%,0.0,-0.3%,-24.1,2.4%
CN1CCN(c2ccccc2NC(=O)c2sc3ccccc3c2Cl)CC1,10.5%,-8.7,?,?,?,?,-3.5%,-12.1,9.7%
CCOC(=O)c1[nH]c2ccc(OCC)cc2c1NC(=O)CN1CCN(c2ccccn2)CC1,3.3%,-14.2,-0.2%,-7.2%,-3.2%,-12.3,0.0%,8.6,-15.9%
CCOC(=O)c1c(C)[nH]c(C(=O)OCCOc2ccccc2C)c1C,22.5%,6.6,·,5.4%,13.6%,-20.4,0.0%,22.9,?
Cc1cc(CN(C)C(=O)c2cc(COc3ccc4ncccc4c3)on2)on1,9.3%,31.7,0.2%,?,-22.6%,-0.5,?,0.3,-29.3%

# A few values from above.
# `O=C(c1ccccn1)N1CCN(S(=O)(=O)c2ccccc2)CC1` | D3 antag = 0.0
# `O=C(O)CCNC(=O)c1ccc(NC(=O)Cc2ccc(Cl)cc2)cc1` | IL-1B inflam inh = 0.0

# Fetched by compound from the entries so far, four records:
SMILES,GLP-1R agonist,D3 antag,SW480 rerep,HT1080 IDH1KD tx,HT1080-NT tox,IL-1B inflam inh,KB-3-1 cytotox,D3 ag,KB-V1 cytotox
Cc1cccc(C)c1NC(=S)N(CCCN1CCOCC1)Cc1cccnc1,-1.5%,10.2,-9.6%,?,21.9%,-3.1,0.8%,3.1,-2.0%
CCCCC1(CC(=O)OCC)SCCN1C(N)=O (stereo not given),-1.1%,-0.8,·,4.1%,1.1%,24.4,0.7%,0.3,1.0%
O=C(O)CCNC(=O)c1ccc(NC(=O)Cc2ccc(Cl)cc2)cc1,6.2%,-17.9,10.0%,18.1%,24.1%,0.0,-0.3%,-24.1,2.4%
CCOC(=O)C1=C(c2ccccc2)NC(=O)NC1c1cc(OC)c(O)c([N+](=O)[O-])c1 (stereo not given),-5.1%,3.6,3.0%,9.6%,9.7%,-2.7,0.2%,-8.6,9.7%

# Continued.
SMILES,GLP-1R agonist,D3 antag,SW480 rerep,HT1080 IDH1KD tx,HT1080-NT tox,IL-1B inflam inh,KB-3-1 cytotox,D3 ag,KB-V1 cytotox
COc1cc(NC(=O)c2cc(-c3ccco3)on2)cc(OC)c1OC,13.0%,10.7,-4.7%,0.7%,-7.3%,-4.4,-1.5%,-0.6,-5.5%
CCOc1cc(S(=O)(=O)N2CCN=C2Cc2ccccc2)ccc1F,1.8%,2.3,-2.2%,1.4%,7.4%,?,-2.4%,4.6,-23.4%
COCCN(Cc1cc2cc3c(cc2nc1Cl)OCO3)C(=O)Nc1ccc(OC)cc1,5.0%,16.5,-1.4%,9.5%,7.7%,13.0,?,-2.6,?
O=C(Nc1ccc2c(c1)OCO2)c1cccc2c1C(=O)N(C1CCCCC1)C2,3.5%,4.2,-4.4%,21.1%,-1.2%,9.5,14.7%,12.5,-19.2%
COC(=O)CCCC(=O)N1CCCC(C(=O)c2ccccc2SC)C1 (stereo not given),3.3%,-8.1,-36.0%,4.2%,-1.2%,7.5,12.8%,-0.1,12.2%
CCn1cnc2scc(-c3ccccc3)c2c1=O,12.2%,21.4,-12.5%,-11.5%,-5.8%,-8.5,0.9%,0.5,-3.8%
O=C1C2C3C=CC(C3)C2C(=O)N1c1ccccc1 (stereo not given),-7.5%,23.6,-2.0%,-0.2%,0.5%,-2.7,0.6%,5.2,29.1%
NC(=O)C1CCCN(C(=O)c2cccc(NC(=O)c3cccs3)c2)C1 (stereo not given),5.7%,1.7,-100.3%[inhibitor],14.9%,18.8%,-15.6,-5.5%,-12.2,13.5%
CC1CCCN(CCCNC(=O)CN2C(=O)CSc3ccc(S(=O)(=O)N4CCOCC4)cc32)C1 (stereo not given),1.8%,2.0,18.3%,5.5%,10.5%,-9.3,22.4%,-3.2&-11.4,?
C#CCOCCOCCOCCNc1nc(N2CCN(C(=O)[C@H](CCC(=O)O)n3cc(CN)nn3)CC2)nc(N2CCN(C(=O)[C@H](CCC(=O)O)n3cc([C@@H](N)[C@H](C)CC)nn3)CC2)n1,-4.0%,-9.1,?,10.2%,8.9%,8.5,0.0%,-4.3,-0.1%
Oc1ccc(Nc2nnc(-c3ccc(O)cc3)c3ccccc23)cc1,9.1%,-18.7,-1.1%,-12.0%,-0.9%,15.2,26.7%,-11.6,3.8%
COc1ccc(NC(=O)N2CCc3ccccc3C2)c(OC)c1,12.6%,-4.2,-21.5%,25.9%,?,32.7,11.5%,1.6,-10.1%
CCCCCCCCN1C(=O)[C@H](CC(=O)NCCCN2CCCC2=O)C[C@@]2(C(=O)OC)CC(C)(C)CC=C12,·,1.7,·,?,?,-24.7,6.6%,7.0,-18.3%

# Outcome played no part in choosing rows. About 12% of those tested had a hit in this group.
